Screening results deposited in PubChem BioAssay by several laboratories.
IDE act – IDE (human) activation, cell-based. HEK cells, FAbeta-B cleavage, fluorescence polarization; 0% vehicle, 100% cell-free pure enzyme wells. activation, % at 5.96 µM. 340,000 compounds, 0.073% hits. AID 493087;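 active = activation above the mean of all tested compounds plus 3 SD, set per screening campaign, cut at about 17% in these data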
MEKK3 PB1 HTS – modulators (inhibitors or enhancers) of MEK5 binding to human MEKK3 PB1 domain. bead-based flow cytometry, Alexa488-MEK5 binding to MEKK3; actives lie on both sides; 0 = blocked by unlabeled MEK5, 100 = vehicle. 290,000 compounds, 1.4% hits. binding response (% of control), % at 10 µM. AID 1529;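 active = binding response more than 3 SD above or below the average of its plate-row segment, actives on both sides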;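 note: Alexa488 bead fluorescence after subtracting the streptavidin-only scavenger bead signal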
Target sequence (Q99759 whole entry, looked up, the tested form may be a part): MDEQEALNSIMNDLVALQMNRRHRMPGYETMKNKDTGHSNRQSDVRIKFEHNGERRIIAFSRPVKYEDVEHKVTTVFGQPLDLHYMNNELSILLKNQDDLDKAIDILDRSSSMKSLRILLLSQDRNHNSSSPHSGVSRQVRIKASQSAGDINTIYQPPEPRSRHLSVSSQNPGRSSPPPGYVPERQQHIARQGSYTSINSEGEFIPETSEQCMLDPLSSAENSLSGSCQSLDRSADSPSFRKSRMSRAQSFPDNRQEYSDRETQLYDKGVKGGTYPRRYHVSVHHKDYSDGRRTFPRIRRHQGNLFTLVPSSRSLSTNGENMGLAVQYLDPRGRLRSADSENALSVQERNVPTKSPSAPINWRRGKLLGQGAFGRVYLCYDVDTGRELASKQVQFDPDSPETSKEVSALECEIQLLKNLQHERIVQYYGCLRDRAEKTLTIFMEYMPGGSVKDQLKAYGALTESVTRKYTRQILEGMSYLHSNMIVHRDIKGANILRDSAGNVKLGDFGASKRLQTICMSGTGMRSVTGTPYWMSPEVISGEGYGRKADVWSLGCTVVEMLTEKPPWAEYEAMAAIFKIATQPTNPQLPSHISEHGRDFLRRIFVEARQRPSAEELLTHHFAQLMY
PHOSPHO1 inh – inhibitors of human PHOSPHO1 phosphatase; Q8TCT1; recombinant PHOSPHO1, absorbance phosphatase assay; inhibition, % at 13.3 µM; 290,000 compounds, 1.1% hits; AID 1565; in the data active = inhibition above about 60%
Target sequence (Q8TCT1 whole entry, looked up): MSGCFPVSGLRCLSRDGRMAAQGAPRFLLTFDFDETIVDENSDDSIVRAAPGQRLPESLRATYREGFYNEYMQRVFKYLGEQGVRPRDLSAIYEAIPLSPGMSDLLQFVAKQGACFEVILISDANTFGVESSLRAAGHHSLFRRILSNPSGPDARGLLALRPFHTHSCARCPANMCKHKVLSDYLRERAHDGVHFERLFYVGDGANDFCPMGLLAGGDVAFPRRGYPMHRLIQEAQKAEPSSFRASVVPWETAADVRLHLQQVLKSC
FID counter – displaces DNA intercalator in HCV helicase counter-screen; DNA fluorescent intercalator displacement, fluorescence; inhibition, % at 7.9 µM; 290,000 compounds, 0.17% hits; in the data active = inhibition above about 37%;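 note: 0% = vehicle and 100% = reference compound; higher means more ethidium bromide displaced from hairpin DNA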
p-CIP stab down – lowers stability of the mouse p/CIP coactivator protein; Q05BA5; F442A p/CIP-EGFP cells, EGFP fluorescence, 16 h; decrease of EGFP signal, % at 10 µM; 290,000 compounds, 0.01% hits;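 active = EGFP signal decrease of at least 30% at 10 µM or well 3 SD below plate mean, unless failing retest; inactive = the rest, including hits failing retest or dose response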; note: some compounds called inactive have numbers as strong as hits; many of its hits are not listed in these tables
UBC9 SUMO inh – inhibitors of human SUMOylation (UBC9) | P63279 | HTRF SUMOylation assay, SAE1/SAE2 + UBC9, in vitro | inhibition, % at 35 µM | 290,000 compounds, 0.36% hits; in the data active = inhibition above about 50%, passing the limit was not always enough; note: strong numbers were not always called active
Target sequence (P63279 whole entry, looked up): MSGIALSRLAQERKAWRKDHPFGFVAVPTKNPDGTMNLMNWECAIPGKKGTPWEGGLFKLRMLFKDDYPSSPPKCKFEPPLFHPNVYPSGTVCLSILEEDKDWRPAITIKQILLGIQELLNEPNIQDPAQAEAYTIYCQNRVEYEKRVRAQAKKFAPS
NS3 helicase inh – inhibitors of Hepatitis C virus NS3 helicase; NS3 helicase DNA unwinding, Cy5 molecular beacon fluorescence; inhibition, % at 10.9 µM; AID 1800; 290,000 compounds, 0.56% hits;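 active = inhibition above the mean of all tested compounds plus 3 SD, set per campaign, cut at about 35% in these data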;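 note: 0% = DMSO wells and 100% = thioflavine S control wells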
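Assay system: hepatitis C virus NS3 helicase domain fragment enzyme. Also added: annealed dual-labelled DNA beacon duplex, ATP-started. Timing: 1 h reaction at 25 °C, ATP-initiated. Technique: Cy5 fluorescence at 0 and 60 min, beacon hairpin quenching. Evaluation: % inhibition of unwinding. Replication: one well per compound.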
IMP-1 inhibitor – blocks Pseudomonas aeruginosa IMP-1 metallo-beta-lactamase; purified IMP-1, nitrocefin hydrolysis, epi-absorbance fluorescence; inhibition, % at 5.6 µM; 290,000 compounds, 0.45% hits; AID 1556;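 active = inhibition above the mean plus 3 SD of all compounds in the same screening run, cut at about 4.5% in these data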;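 note: 0% = IMP-1 with DMSO and 100% = DMSO wells lacking enzyme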
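System: purified recombinant IMP-1 beta-lactamase. Medium: Zinc- and detergent-supplemented HEPES buffer, pH 7.1. Compound: one 5.6 µM dose […]. Schedule: 15 min preincubation plus 25 min reaction at 25 °C. Technique: Epi-absorbance fluorescence, 480 nm excitation, 530 nm emission.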
VIM-2 inhibitor – inhibitors of Pseudomonas aeruginosa VIM-2 metallo-beta-lactamase. purified VIM-2, nitrocefin hydrolysis, epi-absorbance fluorescence. inhibition, % at 5.6 µM. 290,000 compounds, 0.89% hits. AID 1527;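 active = inhibition above the mean of all tested compounds plus 3 SD, cutoff set per screening run, cut at about 7.5% in these data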;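 note: red hydrolysis product quenches plate fluorescence so inhibitors raise well fluorescence; 0% = enzyme with DMSO and 100% = DMSO without enzyme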
* marks the source's active call; other numbers are inactive results; / = no result given. These rows are one share of the data. The share of hits here may be higher or lower than overall.

smiles	IDE act	MEKK3 PB1 HTS	PHOSPHO1 inh	FID counter	p-CIP stab down	UBC9 SUMO inh	NS3 helicase inh	IMP-1 inhibitor	VIM-2 inhibitor
CCOC(=O)N1CCC(Nc2c(Nc3ccc(F)cc3)c(=O)c2=O)CC1	3	102	8	-7	-8	-1	4	1.6	0.5
O=C(CCCn1c(=O)c2cccn2c2cccnc21)N1CCN(c2ccccc2F)CC1	3	100	7	-11	0	/	6	-1.2	1.2
Cn1ncc(Cl)c1C(=O)N1CCN(c2ncccn2)CC1	7	95	63*	2	-12	18	0	-3.0	-0.9
c1ccc(-c2nc3ccccc3c3nc4ccccc4n23)cc1	0	101	1	1	-12	-5	8	-4.0	-2.7
O=C(COC(=O)Cc1cccc2ccccc12)Nc1ccccc1-c1ccccc1	1	103	-9	-19	-1	-33	-17	-1.9	-2.9
COc1ccc(-c2cc([C@H]3[C@@H]4C=CCC[C@@]4(C)C(=O)N3Cc3ccccc3)ccc2F)cc1	2	92	44	/	-15	0	/	/	/
O=S(=O)(c1cccs1)n1cccn1	3	112	-3	-1	-10	10	7	0.5	3.4
Cc1c(Cl)cccc1NC(=O)CCN1CCCCCC1	5	101	-10	-2	7	-3	-15	-3.9	-2.1
COc1ccccc1NC(=O)COn1nnc2ccc(S(=O)(=O)N3CCOCC3)cc21	1	92	36	-11	-4	6	2	0.6	1.4
CC12C(=O)N(c3ccc(C(=O)N4CCOCC4)cc3)C(=O)C1C1c3ccccc3C2c2ccccc21 (stereo not given)	/	115	-20	-6	2	-11	7	-1.1	-1.6
O=C(CC(c1ccccc1)c1ccccc1)Nc1ccc2c(c1)OCCO2	-3	93	28	-18	-11	13	13	-0.8	-2.9
COc1cc(Cl)c(CN2CCCC(CO)(Cc3ccccc3)C2)cc1OC (stereo not given)	2	108	19	-1	-4	-1	-20	-1.2	-2.3
O=C1C2C(c3ccccc3)(C(=O)N1c1ccc(Cl)cc1)C2(c1ccccc1)c1ccccc1 (stereo not given)	-3	106	1	-1	0	-12	-7	-2.7	-2.4
CCC(=O)N1CCc2cc(S(=O)(=O)NC(C(=O)NC3CCCc4ccccc43)C(C)C)ccc21 (stereo not given)	2	83	19	-11	-12	18	-5	-3.6	-1.8
OCCNCc1ccc(-c2ccccc2)cc1	1	100	-9	4	-4	-2	-1	-4.6	-2.0
O=C(Nc1cccnc1)c1cc(-c2ccc(F)cc2)on1	-4	105	-5	-7	1	5	2	-2.5	-1.8
CCc1ccc2[nH]c(=O)c(-c3ccccc3)c(O)c2c1	7	106	25	-3	-4	9	4	-3.4	-2.6
CCc1nnc(SCC(=O)N2CCc3ccccc32)n1CC	3	100	43	-10	1	1	4	0.1	0.3
CCc1nc2oc3ccccc3c(=O)c2cc1C(=O)OC	1	98	/	-8	-4	0	-5	-3.9	1.7
CCC1CN(C(=O)N2CCC(C(=O)NCc3ccccc3C)CC2)c2ccccc2O1 (stereo not given)	1	100	33	-59	-7	-4	-5	-2.9	-7.2

Two entries from above, with two lines to a compound:
Under each structure – IDE act | MEKK3 PB1 HTS | PHOSPHO1 inh | FID counter | p-CIP stab down | UBC9 SUMO inh | NS3 helicase inh | IMP-1 inhibitor | VIM-2 inhibitor
- OCCNCc1ccc(-c2ccccc2)cc1
 : 1 | 100 | -9 | 4 | -4 | -2 | -1 | -4.6 | -2.0
- O=C(Nc1cccnc1)c1cc(-c2ccc(F)cc2)on1
 : -4 | 105 | -5 | -7 | 1 | 5 | 2 | -2.5 | -1.8

(listing goes on)
smiles	IDE act	MEKK3 PB1 HTS	PHOSPHO1 inh	FID counter	p-CIP stab down	UBC9 SUMO inh	NS3 helicase inh	IMP-1 inhibitor	VIM-2 inhibitor
O=C(NC(=S)Nc1ccccc1N1CCOCC1)c1cccc([N+](=O)[O-])c1	-1	106	32	-21	-9	7	7	-2.9	-5.5
Cc1c2cnn(CC(=O)NCCN3CCOCC3)c(=O)c2c(C)n1Cc1ccccc1	1	100	28	-2	-3	12	-3	-3.5	-2.8
Cc1nn(-c2ccccc2)c(C)c1/C=N/NC(=O)c1cc(-c2ccccc2)n[nH]1	-9	104	1	-8	-7	-26	-1	-3.4	-2.2
CCC(C)(C)n1nnnc1C(c1ccc2ncccc2c1)N1CCCCCC1 (stereo not given)	-1	107	-13	-7	8	30	-5	-1.3	-3.4
CCOC(=O)N1CCN(C(=O)c2ccc3c(c2)N(Cc2ccc(F)cc2)CCS3)CC1	-4	102	23	-48	-7	27	-12	-2.5	-2.8
COc1ccc(C2c3c(-c4ccccc4O)n[nH]c3C(=O)N2Cc2ccco2)cc1OC (stereo not given)	-2	93	33	-35	-2	9	-2	-4.5	-3.2
Cc1nc(N2CCN(C(=O)c3ccco3)CC2)c2c3c(sc2n1)CC(C)CC3 (stereo not given)	1	85	34	-33	-24	2	-3	-3.8	-4.5
Cc1ccc(NC(=S)N/N=C2/CCCCc3ccccc32)cc1	4	89	25	-25	3	-34	3	-0.2	-1.2
COc1cccc(NC(=O)n2ncc3c(C)cccc32)c1	3	99	36	-7	-11	14	5	-1.7	-2.2
Cc1ccc(S(=O)(=O)N2CCN(C(=O)COC(=O)c3cc(C)oc3C)CC2)cc1	1	/	9	-12	-26	19	5	-2.8	-1.2
CC(=O)N(CC(=O)O)c1ccccc1	-4	77	11	6	-7	11	0	1.0	0.2
CCc1cccc(Nc2cnn(C34C[C@@H]5C[C@@H](CC(CC(=O)O)(C5)C3)C4)c(=O)c2Cl)c1	-22	103	-23	-64	3	-1	-26	-1.0	0.0
O=C(CCCn1c(=O)[nH]c2ccsc2c1=O)NCc1cccs1	2	101	18	-3	-5	13	-6	-2.6	-2.2
Cc1cc(C)n2nc(C(=O)N/N=C/c3ccco3)nc2n1	5	107	8	-8	-11	15	1	-2.9	-2.3
COc1ccc2[nH]c3c(c2c1)CCN1C(=O)N([C@@H](C)C(=O)NCCc2ccc(OC)c(OC)c2)C(=O)[C@]31C	6	102	24	-42	-3	0	-19	-2.1	-1.7
S=C(NCCc1ccccc1)Nc1ccccc1	1	88	23	-3	-5	2	5	0.4	0.4
O=S(=O)(CCN1CCCCC1)Oc1ccc(Cl)cc1Cl	6	106	16	-2	-9	10	-7	-3.0	-0.4
C=CCNC(=S)N/N=C/c1ccc(-c2cccc([N+](=O)[O-])c2)o1	-2	97	8	6	2	11	11	-3.6	-3.0
COc1c(O)cccc1/C=N/NC(=O)Cn1ccnc1C	7	103	28	1	-2	12	-13	-2.4	-4.4
Cc1ccc(Cl)c(NC(=O)CN2CCN(C=O)CC2)c1	/	88	32	-9	2	4	4	-2.5	-3.2
Cc1cccc(-c2nnn3c2nc(NCCc2ccc(S(N)(=O)=O)cc2)c2ccccc23)c1	4	94	-4	-1	-1	-8	6	-2.4	-5.2
CC(=O)c1ccccc1C(=O)N1CCCC(CCC(=O)N2CCN(c3ccccn3)CC2)C1 (stereo not given)	3	99	27	-32	1	6	-4	-1.6	0.8
CCOC(=O)c1c(NC(=O)CN(C)C)sc(C(=O)N(CC)CC)c1C	1	103	33	-9	-19	-5	1	-2.8	-2.2
CC(C)n1nnnc1-c1ccc(Cl)cc1	6	105	5	1	1	-12	5	-1.1	-2.4
CCC(=O)Nc1ccc(CCC(=O)N2CCCC2)cc1	0	102	36	2	-5	9	3	-0.4	0.4
COc1ccc(NS(=O)(=O)c2ccc3c(c2)[C@H]2C=CC[C@H]2[C@@H](c2ccc(C(=O)O)cc2)N3)cc1	6	104	14	21	-4	54*	-4	22*	2.1
Cc1cc(Nc2nnnn2-c2ccccc2)n(-c2ccc(Cl)cc2)n1	7	100	21	-13	-5	2	-11	0.2	-2.7
Cc1cc(C)nc(NS(=O)(=O)c2ccc(NC(=O)c3ccccc3C)cc2)n1	3	100	18	-7	-10	-11	-2	-1.4	1.2
CCc1nnc(NC(=O)CS(=O)(=O)c2ccccc2)s1	-1	99	4	-13	-19	6	10	-0.1	-2.6
O=C(Nc1cc(Cl)cc(Cl)c1)C1C2C=CC3(O2)C1C(=O)N(CCCN1CCOCC1)C3C(=O)NC1CCCCC1 (stereo not given)	2	98	20	16	-5	5	-5	-2.7	-2.1
O=C(NCc1ccccc1)c1cccc(COc2ccc3c(c2)CCC3)c1	2	100	3	-26	-4	-7	-7	-3.2	-3.2
O=C(NC(=S)Nc1ccc(N2CCCCC2)cc1)c1ccc2c(c1)OCCO2	4	95	-20	0	-20	13	9	-4.0	-3.7
Cc1ccccc1C(=O)NNC(=O)c1cc(N)cc([N+](=O)[O-])c1	0	98	10	0	7	-6	-4	-3.1	-4.1
COc1ccc2c(c1[N+](=O)[O-])CCC/C2=N/OC(=O)c1ccccc1SC	3	96	17	-5	1	21	-7	-2.1	-1.1
COC(=O)N/N=C/c1ccc(-c2cccc(Cl)c2)o1	0	99	11	-6	-8	3	4	-3.1	-6.3
Cc1c(C(=O)NC(C)CCc2ccccc2)cccc1[N+](=O)[O-] (stereo not given)	-7	104	12	-1	-12	19	1	-1.4	-2.0
COc1ccc(NC(=O)Cc2coc3cc(C)c(C(C)C)cc23)cc1S(=O)(=O)N1CCOCC1	3	101	2	-3	-20	-6	-1	0.8	-1.8
COc1ccccc1NC(=O)N1CCN(c2cc(-c3ccccc3)nc3ncnn23)CC1	-15	105	10	-13	-1	22	-4	-1.7	-1.5
COc1cc(NC(=O)c2cc(Cl)nnc2Cl)cc(OC)c1OC	1	112	19	1	-3	21	6	-0.7	-3.2
COc1ccc(CNC(=O)c2cc3c(C)nc4ccccc4c3o2)c(OC)c1	/	108	-2	-4	-10	-20	-2	-5.3	-1.1
Cc1ccc(C)c(/C(O)=C2\C(=O)C(=O)N(CCCn3ccnc3)C2c2cccnc2)c1 (stereo not given)	-1	95	-16	-9	0	16	1	-2.4	2.2
CCN1C(=O)/C(=C\N2CCN(c3ccccc3)CC2)SC1=S	5	98	-4	-4	-16	-1	8	-3.1	-4.8
Cc1cc(C(=O)COC(=O)c2ccc[nH]c2=O)c(C)n1-c1ccccc1F	4	103	20	-21	-2	1	11	-4.2	-2.1
OCCCn1c(-c2ccccc2)nc(=S)c2c1CCCC2	4	102	28	1	-6	3	-2	-2.3	0.6
COc1ccc(CNC(=O)c2ccccc2NC(=O)C2=CSCCO2)c(OC)c1	1	104	17	-39	-2	-13	-5	3.4	-2.4
Cc1ccc(-n2cc(CNCCCn3ccnc3C)c(-c3ccc(F)cc3)n2)cc1	1	115	31	24	2	21	-62	-1.5	-2.1
Cc1cc(C)c(-c2cc(C(=O)Nc3cc(C)ccc3C)[nH]n2)c(O)c1	4	103	33	-12	5	13	10	-4.1	-2.2
Cc1cccc(C(=O)Nc2ccc3ccccc3c2)c1	-1	106	34	-4	-2	-22	0	1.7	0.9
CC(C)N(Cc1nccn1C)C(=O)CC1C(=O)NCCN1Cc1ccc(F)cc1 (stereo not given)	-3	99	10	-13	-4	6	5	-1.2	-3.8
